Screening results as filed in PubChem.
PTHR1 agonist – qHTS for PTHR1 Agonists: Primary Screen. Parathyroid hormone/parathyroid hormone-related peptide receptor (Homo sapiens), Q03431. HEK293 GP2 PTHR1 cells, GloSensor cAMP luminescence, 1 h. Potency, µM (series often up to 115 µM), inactives show at the highest dose activation, usual class: activators. 410,000 compounds, 0.075% hits. AID 743266, 2014; active means well fitted activation curve with a large enough effect; inconclusive means small, poorly fitted or top-dose-only effect, or another doubt; inactive means no such curve, though single readings can be large or run the other way; further: potency means the concentration at half of the fitted maximal effect; nearly all actives have a fitted effect of over 55% in size; some results filed as inactive show a strong effect at the top dose; inactives centre near -15; many of its hits are not listed in these tables
Target sequence (Q03431 whole entry, looked up): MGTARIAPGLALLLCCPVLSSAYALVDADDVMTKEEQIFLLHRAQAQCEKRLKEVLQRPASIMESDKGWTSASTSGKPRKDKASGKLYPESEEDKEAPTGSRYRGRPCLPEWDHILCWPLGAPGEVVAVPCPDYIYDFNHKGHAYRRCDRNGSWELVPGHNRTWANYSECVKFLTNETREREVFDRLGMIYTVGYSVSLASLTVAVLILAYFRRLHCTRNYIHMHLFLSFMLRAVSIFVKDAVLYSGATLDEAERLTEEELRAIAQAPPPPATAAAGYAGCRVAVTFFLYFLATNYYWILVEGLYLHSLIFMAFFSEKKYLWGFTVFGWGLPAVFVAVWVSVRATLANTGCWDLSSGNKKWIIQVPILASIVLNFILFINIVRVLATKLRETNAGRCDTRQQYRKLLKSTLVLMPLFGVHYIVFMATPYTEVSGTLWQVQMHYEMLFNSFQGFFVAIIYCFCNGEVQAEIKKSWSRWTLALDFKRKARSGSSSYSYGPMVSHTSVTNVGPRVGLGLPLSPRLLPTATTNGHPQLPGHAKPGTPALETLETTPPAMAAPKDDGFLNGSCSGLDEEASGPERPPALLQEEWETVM
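HEK-293-derived GP2 cells expressing PTHR1 and a GloSensor cAMP reporter, 3,000/well, plated overnight, given luciferin plus IBMX (each 0.5 mM as added) for 1 h at 37 °C, then compound for 1 h at 37 °C. Luminescence was read after 15 min at room temperature.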
DRD3 agonist – qHTS of D3 Dopamine Receptor Agonist: qHTS; D(3) dopamine receptor (Homo sapiens), P35462; D3R DiscoveRx beta-arrestin cells, luminescence, 90 min; max activation, %; 410,000 compounds, 0.58% hits; in the data active means max activation above about 30%; further: 0% is about no effect; mostly tested at two doses, the higher about 12 µM
Target sequence (P35462 whole entry, looked up): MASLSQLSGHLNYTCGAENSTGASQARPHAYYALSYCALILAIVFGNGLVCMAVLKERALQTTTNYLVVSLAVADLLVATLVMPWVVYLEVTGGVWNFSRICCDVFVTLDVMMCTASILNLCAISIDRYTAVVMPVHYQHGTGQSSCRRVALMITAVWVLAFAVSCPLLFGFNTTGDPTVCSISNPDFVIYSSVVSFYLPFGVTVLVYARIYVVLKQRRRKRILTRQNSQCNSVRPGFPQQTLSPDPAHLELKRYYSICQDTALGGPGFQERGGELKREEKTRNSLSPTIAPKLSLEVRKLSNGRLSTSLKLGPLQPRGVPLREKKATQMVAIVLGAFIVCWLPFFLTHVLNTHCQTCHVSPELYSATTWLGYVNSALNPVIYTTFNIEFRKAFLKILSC
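Cells at 1500/well, incubated overnight, then treated with pinned compounds (dopamine as control) for 90 min at 37 degrees C. DiscoveRx reagent added for 30 - 60 minutes at room temperature; luminescence read.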
Numbers without * were called inactive; i = inactive; ? = inconclusive; [ ] = dose if it differs, or a comment.

Value order: DRD3 agonist, PTHR1 agonist
> COCCNC(=O)CSc1nc(-c2ccc(C)cc2)[nH]c1-c1ccc(OC)cc1
    -20.2, i
> Cc1cccc(CNC(=O)c2sc3ncnc(N(C)C4CCCCC4)c3c2C)c1
    4.9, -27.5%
> Cc1cccc(CNS(=O)(=O)c2ccc3[nH]c(=O)ccc3c2)c1
    -1.1, -15.2%
> COc1cccc(C(=O)Nc2ccccc2-c2nnc(-c3ccc(C(C)(C)C)cc3)o2)c1
    3.1, -53.7%[inhibitor]
> COc1ccccc1NC(=O)CN1C(=O)C(C)(C)c2ccccc21
    1.2, i
> CCOc1ccc(CC(=O)NCCc2csc(-c3ccc(C(F)(F)F)cc3)n2)cc1
    -4.4, i
> CC(=O)c1cccc(NC(=O)CSc2nc(=O)n(Cc3cccnc3)c3c2CCC3)c1
    6.6, -8.6%
> CC1=C(c2ccc(C)cc2)S(=O)(=O)N(Cc2ccc(C(=O)Nc3ccc(C)c(F)c3)cc2)C1=O
    -10.8, -35.8%
> CCOC(=O)c1c(C)oc2nc(C)nc(NCCc3ccc(Cl)cc3)c12
    0.8, i
> COc1ccc(NC(=O)CCN2CCN(CCO)CC2)c(OC)c1
    -17.2, i
> Cc1cccc2c1-c1sc(C(=O)N(C)c3cccc(C(F)(F)F)c3)cc1CO2
    -9.6, i
> Cc1ccc(NC(=O)Cn2c(=O)n(Cc3ccccc3)c(=O)c3c(C)c(C)sc32)c(C)c1
    6.7, -24.6%
> CCOC(=O)c1c(C)n(-c2ccccc2)c2ccc(OC(=O)c3cccc(C)c3)cc12
    6.2, i
> CC(C)(C)OC(=O)N1CCC(c2c(C(=O)NCCN3CCc4ccccc4C3)cnn2-c2ccc(F)cc2F)CC1
    -22.7, i
> Cc1cccc(NC(=O)CSc2ccc(-c3sc(-c4ccccc4)nc3C)nn2)c1C
    2.2, i
> Cc1cc(-c2ccccc2)nc2cc(C(=O)Nc3ccc(Cl)c(Cl)c3)nn12
    -5.0, i
> CCC(=O)N1c2ccccc2CC1C(=O)NCCc1ccc(OC)cc1OC (stereo unspecified)
    -16.1, -32.0%[inhibitor]
> CCN1CCN(c2cc(C)c3cc(NC(=O)c4cccc(C(F)(F)F)c4)ccc3n2)CC1
    -12.5, -10.8%
> CC(=O)c1ccc(NC(=O)c2nc(-c3ccccc3)n(-c3ccc(Cl)cc3)n2)cc1
    4.1, -24.2%
> N#Cc1c(-n2ncnc2-c2cccc(Cl)c2)sc2c1CCCCC2
    -14.7, -66.8%[inhibitor]

Single records, from the list above. Order of screens: DRD3 agonist, PTHR1 agonist
Cc1cc(-c2ccccc2)nc2cc(C(=O)Nc3ccc(Cl)c(Cl)c3)nn12 in the list: -5.0, i
N#Cc1c(-n2ncnc2-c2cccc(Cl)c2)sc2c1CCCCC2 in the list: -14.7, -66.8%[inhibitor]
Cc1cccc(NC(=O)CSc2ccc(-c3sc(-c4ccccc4)nc3C)nn2)c1C in the list: 2.2, i
CCC(=O)N1c2ccccc2CC1C(=O)NCCc1ccc(OC)cc1OC (stereo unspecified) in the list: -16.1, -32.0%[inhibitor]

Next section.
Value order: DRD3 agonist, PTHR1 agonist
> CCOC(=O)c1cccc(NC(=O)CC2C(=O)N(c3ccc(C)cc3)C(=O)N2Cc2cccc(OC)c2)c1 (stereo unspecified)
    22.6, -24.3%
> Cc1cccc(NC(=O)c2ccc(C(=O)Nc3cccc(C)c3C)cc2)c1C
    2.1, i
> Cc1ccc(-c2cc(C(F)(F)F)n3nc(C(=O)Nc4ccc(Cl)cc4Cl)cc3n2)cc1
    6.0, -7.5%
> CC(=O)c1cccc(NC(=O)c2cccn2-c2nnc(N3CCCCC3)s2)c1
    -25.3, -1.0%
> CCc1ccc(NC(=O)c2ccc(NS(=O)(=O)c3c(C)noc3C)cc2)cc1
    -14.9, i
> COc1ccc(NC(=O)CSc2nc(O)c(C/C=C/c3ccccc3)c(=O)[nH]2)cc1
    -13.6, ?
> COc1ccc(NC(=O)Cn2c(=O)nc(-c3ccccc3)c3ccccc32)cc1OC
    6.4, i
> CCOC(=O)c1sc2ccccc2c1S(=O)(=O)NCc1ccccc1OC
    -1.9, -9.6%
> Cc1ccc(CNC(=O)c2c(O)nc3c(C)cccn3c2=O)cc1
    -6.9, 2.2%
> COc1ccc2c(Sc3ccccc3)c(C(=O)NCC(C)c3ccccc3)[nH]c2c1 (stereo unspecified)
    1.8, -28.1%
> CCCN1C(=O)CN(C2CCCCC2)C(=O)C1c1ccc(OC)c(OC)c1 (stereo unspecified)
    -6.5, i
> COc1cccc(N2C(=O)C(CC(=O)Nc3cccc(F)c3)N(C(C)C)C2=O)c1 (stereo unspecified)
    -5.5, -10.8%
> COc1ccc(NC(=O)C(=O)NCc2ccco2)c(OC)c1
    -7.4, i
> CCc1cccc(NC(=O)c2cnc(SC)nc2-c2ccccc2)c1
    -18.6, i
> O=C(Nc1ccc(-c2nc3ccccc3s2)c(O)c1)c1ccc(Br)cc1
    2.5, i
> CCCCn1c(=O)c2oc3ccccc3c2n(CC(=O)Nc2cccc(Cl)c2C)c1=O
    1.7, ?
> Cc1ccc(C(=O)N(Cc2ccc(N(C)C)cc2)CC2CCCO2)cc1 (stereo unspecified)
    12.2, i
> COc1ccc(N2CCN(S(=O)(=O)c3ccc(-c4ccno4)cc3OC)CC2)cc1
    5.7, -33.0%
> COc1cc(/C=C(\C#N)c2nc3ccccc3[nH]2)ccc1OCc1ccccc1F
    -7.6, -20.8%
> COc1ccc(-c2cn3nc(N4CCC(C(=O)NCc5cccc(Cl)c5)CC4)sc3n2)cc1
    3.4, i

Retrieved by structure from the list above (two):
Value order: DRD3 agonist, PTHR1 agonist
> Cc1ccc(CNC(=O)c2c(O)nc3c(C)cccn3c2=O)cc1
    -6.9, 2.2%
> COc1ccc(N2CCN(S(=O)(=O)c3ccc(-c4ccno4)cc3OC)CC2)cc1
    5.7, -33.0%

(next part)
Value order: DRD3 agonist, PTHR1 agonist
> Cc1noc2ncnc(N3CCCC(C(=O)Nc4cc(F)ccc4F)C3)c12 (stereo unspecified)
    8.2, i
> Cc1ccccc1C(=O)Nc1cc(-c2ccc(Cl)cc2)nn1-c1ccccc1
    1.8, i
> Cc1cc(C)cc(OCCCn2c(-c3ccc(Cl)cc3)nc3ccccc3c2=O)c1
    -8.3, i
> Cc1ccccc1OCc1nnc(SCc2cc(=O)c3ccccc3[nH]2)n1C
    -17.2, -85.3%[inhibitor]
> CCOC(=O)c1[nH]c2c(c1Cc1ccccc1OC)C(=O)CC(c1ccc(OCC)cc1)C2 (stereo unspecified)
    -20.5, -4.6%
> O=C(NCc1ccc(F)cc1)c1cc2n(n1)CCCN(Cc1ccc(F)cc1)C2=O
    -4.7, -39.6%[inhibitor]
> Cc1ccc(C(C)C)c(OCC(=O)Nc2ccc(-c3nc4ncccc4o3)cc2C)c1
    4.0, -9.9%
> COc1cc(C(=O)Nc2cccc(OCc3cc(=O)n4c(C)csc4n3)c2)cc(OC)c1OC
    7.3, -2.3%
> CN1CCN(C(=O)c2cnn(-c3cccc(Cl)c3)c2C2CCN(C(=O)OC(C)(C)C)CC2)CC1
    -6.7, i
> COc1cc(OC)c(NC(=O)CCn2cccn2)cc1Cl
    1.0, -18.0%
> CCOc1cc(C2C(C(=O)Nc3ccccc3)=C(C)Nc3ncnn32)cc(Br)c1O (stereo unspecified)
    4.2, i
> COc1ccc(NC(=O)CSc2nnc(NC(=O)Nc3ccccc3)s2)c(OC)c1
    8.8, -10.8%
> COc1ccc(OC)c(CNC(=O)NCc2noc3ccc(C)cc23)c1
    2.3, 19.9%
> COc1ccc(-c2cn3nc(N4CCC(C(=O)Nc5cc(Cl)ccc5C)CC4)sc3n2)cc1
    -21.2, i
> CCc1ccccc1NC(=O)C1CCCN(c2cnccn2)C1 (stereo unspecified)
    -11.2, i
> CCc1ccc(S(=O)(=O)c2nnn3c2nc(N2CCN(CC)CC2)c2sccc23)cc1
    5.1, i
> Cc1ccc(C)c(NC(=O)Cn2cc(C(=O)c3ccc(Cl)cc3)c(=O)c3ccc(C)nc32)c1
    -2.7, i
> CCOC(=O)c1c(C)[nH]c(C)c1S(=O)(=O)N1CCC(C(=O)NCc2ccc(N(C)C)cc2)CC1
    1.4, -28.9%
> CC(=O)c1ccc(S(=O)(=O)Nc2cccc(-c3ccc(N4CCCC4)nn3)c2)cc1
    15.0, -22.9%
> Cc1ccc2occ(CC(=O)Nc3c(C)cccc3C)c2c1
    -0.2, i
> Cc1ccc(-n2cnc3cc(C(=O)NCc4ccccc4Cl)ccc32)c(C)c1
    -17.8, -27.1%
> CCCOc1ccc(C2C(=O)N(C3CCC(C)CC3)CC(=O)N2CCc2ccccc2)cc1OC (stereo unspecified)
    -2.1, -23.9%
> COc1cccc2sc(N(Cc3cccnc3)C(=O)c3ccc4c(c3)OCCO4)nc12
    5.5, -40.5%[inhibitor]
> COC(=O)c1c(Oc2ccc(C(C)=O)cc2)nnc(-c2ccccc2)c1-c1ccccc1
    2.5, -33.0%[inhibitor]
> Cc1cccc(-c2nc3ccccc3n2Cc2ccccc2)c1
    1.5, -24.4%
> COc1ccccc1NC(=O)CSc1ccc(-c2sc(C)nc2C)nn1
    3.5, -14.3%
> COc1ccc(Oc2nc3c(c(=O)n(C)c(=O)n3C)n2Cc2ccc(Cl)cc2Cl)cc1
    3.4, -5.4%
> COc1cccc(NC(=O)CSc2nc3cc(OC)c(OC)cc3c3nc(-c4ccccc4)nn23)c1
    -2.7, i
> Cc1ccc(Cn2c(=O)c3ccccc3n3c(-c4ccccc4)nnc23)cc1
    5.8, -17.9%
> Cc1ccc(OCCn2nnc3sc4c(c3c2=O)CCC(C(C)(C)C)C4)cc1 (stereo unspecified)
    9.6, i
> CCOc1ccc(NC(=O)CN2C(=O)C(c3ccccc3)=NC23CCCCCC3)cc1
    -3.9, -2.7%
> COc1cccc(CCNC(=O)c2cnc3sc(N4CCCC4)nn3c2=O)c1
    0.6, -87.5%[inhibitor]
> COc1ccc2oc(=O)c(C(=O)NCCc3c(C)[nH]c4ccc(Br)cc34)cc2c1
    3.4, -23.5%
> Cc1ccc(CCNC(=O)C2CC(=O)N(CCc3ccc(C)cc3)C2)cc1 (stereo unspecified)
    -0.9, -39.1%[inhibitor]
> Cc1ccc(NC(=O)CN(C)S(=O)(=O)c2ccc3c(c2)n(C)c(=O)c(=O)n3C)cc1C
    -1.0, i
> Cc1cc2oc(C(=O)Nc3sc4c(c3C(=O)NCc3ccco3)CCC4)cc(=O)c2cc1C
    6.9, i
> Cc1ccc(NC(=O)c2cc3c(-c4ccccc4)nn(-c4ccccc4)c3s2)cc1
    5.1, i
> COc1ccc(OC)c(NC(=O)CSc2cn(CC(=O)N3CCOCC3)c3ccccc23)c1
    14.1, i
> CCc1cccc(C)c1NC(=O)c1cc(S(=O)(=O)N2CCN(c3ccccc3)CC2)ccc1F
    0.4, i
> CCOc1ccc2nc(N3CCN(C(=O)c4ccco4)CC3)sc2c1
    7.9, i
> Cc1c(C(=O)Nc2cccc(C(F)(F)F)c2)sc2nc3n(c(=O)c12)CCC3
    5.4, -41.0%[inhibitor]
> CCc1cccc(NC(=O)CN(C)S(=O)(=O)c2ccc3c(c2)n(C)c(=O)c(=O)n3C)c1
    1.7, -16.0%
> CCC(C)NC(=O)CSCc1nc(-c2ccc(C)cc2)oc1C (stereo unspecified)
    0.2, -32.2%[inhibitor]
> CC(Oc1ccccc1)C(=O)Nc1cccc(-c2cn3cccnc3n2)c1 (stereo unspecified)
    -4.2, i
> CN(Cc1ccccc1)C(=O)C1CCN(S(=O)(=O)Cc2ccccc2)CC1
    3.7, i
> CCOC(=O)c1c(C)oc2nc(C)nc(N3CCN(c4cccc(C(F)(F)F)c4)CC3)c12
    5.1, i
> Cc1ccc2nc(-c3ccc(C)o3)c(Nc3ccc4c(c3)OCCO4)n2c1
    2.9, -12.0%
> COc1ccc(S(=O)(=O)N2CCC(n3c(C(F)(F)F)nc4cccnc43)CC2)cc1OC
    -12.7, -10.5%

Some of these compounds in order of heavy-atom count, lowest first:
Value order: DRD3 agonist, PTHR1 agonist
> COc1ccc(NC(=O)CCN2CCN(CCO)CC2)c(OC)c1
    -17.2, i
> CCc1cccc(NC(=O)c2cnc(SC)nc2-c2ccccc2)c1
    -18.6, i
> COc1ccc(OC)c(CNC(=O)NCc2noc3ccc(C)cc23)c1
    2.3, 19.9%
> CCCN1C(=O)CN(C2CCCCC2)C(=O)C1c1ccc(OC)c(OC)c1 (stereo unspecified)
    -6.5, i
> CCC(=O)N1c2ccccc2CC1C(=O)NCCc1ccc(OC)cc1OC (stereo unspecified)
    -16.1, -32.0%[inhibitor]
> CC(=O)c1ccc(NC(=O)c2nc(-c3ccccc3)n(-c3ccc(Cl)cc3)n2)cc1
    4.1, -24.2%
> CCCCn1c(=O)c2oc3ccccc3c2n(CC(=O)Nc2cccc(Cl)c2C)c1=O
    1.7, ?

These rows are one share of the data; rates above refer to the full screens.
